pCIP destab: p/CIP protein destabilization. Q05BA5. F442A p/CIP-EGFP cells, EGFP fluorescence, 16 h. decrease of EGFP signal, % at 10 µM. 290,000 tested, 0.01% active. AID 1984;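 active = EGFP signal decrease of at least 30% at 10 µM or well 3 SD below plate mean, unless failing retest; inactive = the rest, including hits failing retest or dose response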; note: some compounds called inactive have numbers as strong as hits; many of its hits are not listed in these tables
IDE cell inh: inhibits human insulin-degrading enzyme in HEK cells; P14735; FAbetaB cleavage, fluorescence polarization; inhibition, % at 5.59 µM; 320,000 tested, 0.41% active;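 active = percent inhibition above the average of all tested compounds plus 3 SD, set per screening campaign, cut at about 16% in these data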;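 note: IDE supplied by intact live HEK cells; FP after avidin binding of uncleaved biotin substrate so inhibition keeps polarization high; 0% = DMSO wells and 100% = 60 µM reference IDE inhibitor Ii1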
Target sequence (P14735 whole entry, looked up): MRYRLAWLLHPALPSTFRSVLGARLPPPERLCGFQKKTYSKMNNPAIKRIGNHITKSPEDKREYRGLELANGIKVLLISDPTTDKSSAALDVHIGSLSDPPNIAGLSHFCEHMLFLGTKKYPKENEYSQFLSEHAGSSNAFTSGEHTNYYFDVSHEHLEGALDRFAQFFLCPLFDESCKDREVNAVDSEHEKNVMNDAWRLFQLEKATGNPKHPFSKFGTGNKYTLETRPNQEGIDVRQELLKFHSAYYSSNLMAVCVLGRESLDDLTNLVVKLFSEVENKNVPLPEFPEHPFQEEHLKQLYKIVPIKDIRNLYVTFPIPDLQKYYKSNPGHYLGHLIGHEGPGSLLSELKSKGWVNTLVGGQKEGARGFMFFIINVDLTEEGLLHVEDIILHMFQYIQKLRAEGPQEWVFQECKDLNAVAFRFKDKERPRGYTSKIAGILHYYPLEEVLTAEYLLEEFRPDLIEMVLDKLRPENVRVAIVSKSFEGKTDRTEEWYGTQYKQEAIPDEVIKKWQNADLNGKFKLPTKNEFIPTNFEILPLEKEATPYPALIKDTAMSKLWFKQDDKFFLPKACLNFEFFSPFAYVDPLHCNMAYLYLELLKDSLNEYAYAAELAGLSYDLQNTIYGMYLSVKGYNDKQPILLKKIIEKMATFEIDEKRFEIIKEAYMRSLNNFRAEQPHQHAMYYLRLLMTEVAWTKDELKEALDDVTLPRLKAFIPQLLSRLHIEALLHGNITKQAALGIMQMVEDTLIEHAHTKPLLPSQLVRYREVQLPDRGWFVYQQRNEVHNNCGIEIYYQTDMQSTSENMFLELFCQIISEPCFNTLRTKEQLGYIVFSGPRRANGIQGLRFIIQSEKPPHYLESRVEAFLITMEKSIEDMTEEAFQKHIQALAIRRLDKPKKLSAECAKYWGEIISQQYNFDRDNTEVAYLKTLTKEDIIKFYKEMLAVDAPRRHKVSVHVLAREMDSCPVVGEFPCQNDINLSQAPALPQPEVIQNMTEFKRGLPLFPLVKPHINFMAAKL
CRFBP-R2 block: blocks CRF-induced signaling of the CRF-BP/CRF-R2 complex; inhibition, % at 11.8 µM; 350,000 tested, 0.59% active; HEK293 CRF-R2/CRF-BP, CRF-induced calcium fluorescence;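 active = inhibition of the ligand-induced calcium signal above about 50% at the single tested concentration, limit read from the data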
GalR3 antagonist: blocks the human galanin receptor 3; O60755; HEK293 GalR3-CNG cAMP membrane potential fluorescence; galR3 body fused to GalR1 C-terminus; inhibition, % at 3 µM; 360,000 tested, 0.44% active; AID 651719;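 active = inhibition above the screen-wide average plus 3 SD, cut at about 13% in these data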;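 note: forskolin and galanin both at EC90 stimulate the cells; cAMP rise reported by CNG channel membrane potential dye signal; 0% = forskolin plus galanin with DMSO and 100% = forskolin alone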
HCV NS3 hel inh: blocks Hepatitis C virus NS3 helicase unwinding | NS3 helicase DNA unwinding, Cy5 molecular beacon fluorescence | inhibition, % at 10.9 µM | 290,000 tested, 0.56% active | AID 1800;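 active = inhibition above the mean of all tested compounds plus 3 SD, set per campaign, cut at about 35% in these data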;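 note: 0% = DMSO wells and 100% = thioflavine S control wells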
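System: NS3 helicase fragment of HCV / Schedule: 1 h at 25 °C / Control set: DMSO alone as 0% and 110 µM thioflavine S as 100% / Reagent: Cy5/quencher beacon DNA duplex and ATP to start / Technique: Cy5 fluorescence / Replication: singlicate / Evaluation: % inhibition of end-to-start signal ratio versus controls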
UBC9 SUMO inh: SUMOylation inhibition. P63279. HTRF SUMOylation assay, SAE1/SAE2 + UBC9, in vitro. inhibition, % at 35 µM. 290,000 tested, 0.36% active; in the data active = inhibition above about 50%, passing the limit was not always enough; note: strong numbers were not always called active
IDE cell activ: boosts human insulin-degrading enzyme activity in HEK cells. P14735. activation, % at 5.96 µM. 340,000 tested, 0.073% active. FAbeta-B cleavage, fluorescence polarization; 0% vehicle, 100% cell-free pure enzyme wells;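 active = activation above the mean of all tested compounds plus 3 SD, set per screening campaign, cut at about 17% in these data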
IMP-1 inh: blocks Pseudomonas aeruginosa IMP-1 metallo-beta-lactamase. 290,000 tested, 0.45% active. inhibition, % at 5.6 µM. purified IMP-1, nitrocefin hydrolysis, epi-absorbance fluorescence;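 active = inhibition above the mean plus 3 SD of all compounds in the same screening run, cut at about 4.5% in these data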;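 note: 0% = IMP-1 with DMSO and 100% = DMSO wells lacking enzyme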
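Assay system: purified recombinant IMP-1 beta-lactamase. Input: IMP-1 0.2 nM before substrate addition. Buffer or medium: Zinc- and detergent-supplemented HEPES buffer, pH 7.1. Schedule: 25 °C, 15 min preincubation, 25 min reaction. Signal: Epi-absorbance fluorescence, 480 nm excitation, 530 nm emission. Evaluation: percent inhibition from optical density relative to buffer-blank wells.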
VIM-2 inh: inhibitors of Pseudomonas aeruginosa VIM-2 metallo-beta-lactamase. 290,000 tested, 0.89% active. AID 1527. purified VIM-2, nitrocefin hydrolysis, epi-absorbance fluorescence. inhibition, % at 5.6 µM;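 active = inhibition above the mean of all tested compounds plus 3 SD, cutoff set per screening run, cut at about 7.5% in these data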;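 note: red hydrolysis product quenches plate fluorescence so inhibitors raise well fluorescence; 0% = enzyme with DMSO and 100% = DMSO without enzyme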
The depositor's hits bear a star; · = not tested or not shown.

SMILES	pCIP destab	IDE cell inh	CRFBP-R2 block	GalR3 antagonist	HCV NS3 hel inh	UBC9 SUMO inh	IDE cell activ	IMP-1 inh	VIM-2 inh
C=CCOC(=O)C1=C[C@@H](c2ccccc2)[C@H](CCCO)[C@@H](OCC)O1	-17.8	1.7	3.9	-5.8	0.5	-0.2	-2.6	-2.2	0.4
O=C(NCCc1ccc(C(F)(F)F)cc1)C1CC(=O)N(c2ccc3c(c2)OCCO3)C1 (centres undefined)	·	0.9	-7.7	-7.3	·	·	-0.3	·	·
O=C(NC(=S)Nc1ccc(NC(=O)c2cccs2)cc1)c1ccco1	-10.5	-1.1	-14.8	-3.1	-5.1	16.3	1.9	-1.7	-2.0
O=C(Cn1c(=O)[nH]n(-c2ccccc2)c1=O)N1CCCc2ccccc21	-2.5	11.4	4.8	9.3	-2.4	16.3	1.3	-2.5	-1.2
COc1ccc(C(=O)NC2CC(C)(C)NC(C)(C)C2)cc1OC	9.3	-0.7	29.0	-9.5	17.1	-7.4	3.8	-0.5	-0.5
CCOC(=O)c1c(NC(=O)CSc2nc3ccccc3s2)sc(C)c1C	-8.1	1.5	-1.0	5.5	3.6	22.9	-2.0	-5.1	-4.2
Cc1cc(Cl)c(S(=O)(=O)NC2CCCC2)cc1OCC(=O)NC1CCCCC1	-12.0	-1.2	-24.6	65.6*	9.8	14.4	-1.8	-0.7	1.3
Cc1ccc(-n2c(-c3ccc(Cl)cc3)c[n+]3c2CCC3)cc1	-10.3	4.9	-14.5	-3.0	-2.2	-0.1	6.3	-2.9	-0.6
CCOC(=O)NN=C1CCC(c2ccccc2)CC1 (centres undefined)	0.9	·	-8.6	-0.9	2.6	-4.1	-3.3	-7.2	-3.5
Cc1ccc(NC(=O)CSc2nc(C)c(C)c(C)n2)cc1S(=O)(=O)N1CCOCC1	·	2.8	-1.3	-2.5	·	·	-7.1	·	·
CS(=O)(=O)N1CCC(C(=O)Nc2c(F)cccc2F)CC1	0.2	4.6	20.0	-0.2	-0.4	9.8	8.3	-3.4	-6.2
COCCn1c(N)c(N(Cc2ccccc2)C(=O)c2oc3ccccc3c2C)c(=O)[nH]c1=O	-2.0	1.7	-1.6	-3.8	-0.2	10.6	-5.7	-4.8	-2.2
O=S1(=O)CCC(N=Cc2ccc(-c3ccc(Cl)cc3)o2)C1 (centres undefined)	-4.1	4.4	-42.5	3.1	4.0	11.1	5.1	-2.9	0.0
Cc1nc(N2CCCCC2)nc(N2CCCCC2)c1C=O	-1.8	6.2	-26.1	-2.2	-1.6	6.2	1.4	-2.8	-2.6
O=[N+]([O-])c1cc(Cl)cc(/C=N/Nc2nc3ccccc3s2)c1O	1.1	-2.6	81.5*	-4.6	7.7	7.4	9.3	-2.8	-4.4
COc1ccc(Nc2nc(N)nc(CSC(=S)N3CCN(C)CC3)n2)cc1	6.8	-5.8	1.5	-5.3	-1.8	0.3	1.2	-2.2	-1.1
COc1ccc(OC)c(NC(=S)NN2CCOCC2)c1	-6.1	1.2	2.6	-4.3	5.0	8.4	6.4	-2.4	-1.5
O=C(COC(=O)c1cc(S(=O)(=O)N2CCOCC2)ccc1F)c1ccc[nH]1	0.8	-0.3	8.9	-1.6	1.2	-1.7	4.2	-2.5	-4.2
O=C(CCCN1CCC(O)(c2cccc(C(F)(F)F)c2)CC1)c1ccc(F)cc1	·	-0.5	5.8	-3.4	·	·	5.2	·	·
Cc1ccc(-n2c(SCC3CCCCO3)nnc2-c2ccco2)cc1 (centres undefined)	-5.3	6.2	-28.9	1.4	-5.5	9.0	-6.0	-2.3	-1.0
CN(C(=O)c1cc2ccccc2oc1=O)C1(C)CCS(=O)(=O)C1 (centres undefined)	-2.9	5.5	4.2	-4.2	5.8	4.8	7.0	-1.7	1.4
CCCNC(=O)c1ccc(COc2ccc(C(C)(C)C)cc2)o1	-22.7	-0.8	8.2	-10.3	-7.2	-1.8	3.4	-2.2	-0.8
CCC(=O)C1CCCN(C(=O)c2ccc3nc(-c4cccc(OC)c4)oc3c2)C1 (centres undefined)	9.7	-1.3	-20.3	1.7	-12.9	15.7	-4.3	-1.0	0.3
C=CCn1c(SCC(=O)N(C)C)nc2cc(C(=O)O)ccc2c1=O	-2.3	1.2	30.9	-5.7	-2.4	14.2	-0.1	1.1	0.1
COc1ccc(-c2cc3ccccc3n2CC(O)CNC(CO)(CO)CO)cc1 (centres undefined)	1.3	-1.7	-16.6	-5.8	-23.3	9.1	1.4	-2.2	-2.6
Cc1cccc(C)c1NC(=O)CCCCCNS(=O)(=O)c1ccccc1	-10.0	0.7	4.5	-5.1	4.5	25.7	3.2	-2.7	-1.5
COc1cc(C2N(c3cccc(Cl)c3)C(=O)C3CCCN32)cc(OC)c1OC (centres undefined)	-17.0	-1.7	6.5	0.0	-0.3	7.5	5.2	-2.5	-1.4
CCN(c1ccc(OC)cc1)S(=O)(=O)c1csc(C(=O)N2CCCC2)c1	7.8	-0.6	22.9	-0.4	2.4	5.0	1.1	-0.9	-2.0
NC(=O)CSc1nnc(-c2cc(-c3cccs3)nc3ccccc23)o1	-10.1	-3.6	1.6	-4.8	9.9	40.6	0.8	-1.2	1.1
C/C=C/C(=O)N1c2ccc(C)cc2C(C)=CC1(C)C	-15.3	0.0	7.2	2.3	6.2	13.0	4.5	-3.2	-3.3
NC(=O)CC[C@@H]1NC(=O)[C@H](CO)NC(=O)c2cc([N+](=O)[O-])cc(I)c2NCCC[C@@H](C(N)=O)NC(=O)[C@H](Cc2ccc(O)cc2)NC1=O	-3.5	-0.5	-4.4	-3.9	6.7	14.4	·	-1.7	-0.6
COc1ccc(OC)c(CNC(=O)C2CCCN(c3nc4ccccc4o3)C2)c1 (centres undefined)	-8.1	1.0	20.7	-1.1	0.7	-3.4	7.7	-3.1	-3.5
Nc1cccn2c(-c3ccc(Cl)cc3)cnc12	-8.7	4.0	3.7	-6.3	30.4	3.9	-0.3	-1.0	2.4
Cc1ccc(NC2(c3nnnn3-c3c(C)cccc3C)CCCCC2)cc1	-3.4	-1.6	-2.0	0.8	-7.5	-14.5	-0.9	-5.5	-2.6
CCOC(=O)C1CCN(C(=O)COC(=O)c2ccc(=O)n(Cc3ccccc3)n2)CC1	·	7.3	-7.6	2.5	·	·	4.3	·	·
O=C(O)C1CCCCC1C(=O)Nc1ccc(F)cc1F (centres undefined)	9.5	2.0	-7.7	·	6.5	-7.2	0.8	-2.2	-1.6
CCc1ccc(C(=O)COC(=O)c2cnccn2)cc1	-5.3	2.8	3.8	-2.1	0.6	7.1	10.1	-1.8	1.2
COc1ccc(C(=O)NCC(=O)Nc2ccc(F)cc2)cc1OC	4.1	-3.1	3.4	-6.5	1.7	-4.5	4.0	1.8	-1.6
CSCCCNC(=O)c1ccc(OC2CCN(CCc3ccccc3)CC2)cc1	-8.9	1.5	3.9	-1.4	0.2	7.9	3.8	-1.7	-1.0
Cc1c(Cl)c([N+](=O)[O-])nn1CCCC(=O)Nc1ccc(Cl)cc1Cl	-18.8	0.6	4.2	-2.0	1.5	-15.2	4.9	-1.8	-1.9
O=C(COC(=O)c1ccccc1O)Nc1cccc(S(=O)(=O)N2CCCC2)c1	·	-0.6	-3.7	-3.5	·	·	4.0	·	·
CCN(CCO)c1ncnc2onc(-c3ccc(F)cc3)c12	-8.3	-1.9	-3.0	-9.7	6.8	8.4	4.8	-0.6	-2.3
N#CC(C#N)=Cc1cccn1-c1ccc(C(=O)O)cc1	-6.9	7.2	3.1	-2.9	3.7	16.7	8.0	-3.7	-5.7
COc1ccccc1NC(=O)NNC(=O)c1ccc2c(c1)NC(=O)C(C)(C)O2	-3.0	-2.5	-6.3	-0.7	-7.8	17.1	5.3	-2.1	-1.1
Cc1ccc(Cl)cc1N1CCN(S(=O)(=O)c2c(C)[nH]c(=O)[nH]c2=O)CC1	-11.2	2.6	-13.3	-4.9	32.0	3.0	0.1	-2.4	-1.1
Cc1ccc(S(=O)(=O)N/N=C/c2c(C)nn(-c3ccccc3)c2C)cc1	-16.4	1.6	8.7	-3.0	-7.0	10.3	3.3	-1.7	-0.5
CCOc1cc(C=O)ccc1OS(=O)(=O)c1ccc(NC(C)=O)cc1	-7.9	-0.3	-2.2	-4.8	-12.1	-7.7	0.4	-2.2	-4.7
COc1ccc(N(CC(=O)Nc2ccc(C)c(F)c2)S(=O)(=O)c2c(C)noc2C)cc1	-3.5	-1.3	-15.0	-5.7	-3.3	-17.0	4.8	-1.8	-2.7
O=C(Nc1ccccc1Cc1ccccc1)c1ccc2c(c1)SC1=NS(=O)(=O)CCN12	-8.3	-1.6	-11.9	0.6	-5.6	13.4	0.7	-3.5	-2.4
O=C(NCC1OCCc2ccccc21)c1cc(COc2ccc(F)cc2Cl)on1 (centres undefined)	-12.3	1.1	-11.3	-3.7	-5.0	17.3	3.7	-3.2	-2.3
O=S(=O)(Nc1cccc(S(=O)(=O)N2CCCCCC2)c1)c1ccccc1	-4.1	4.7	-14.1	-1.4	-8.4	3.3	2.0	-2.3	-3.5
Cn1c(=O)n(C)c2cc(NC(=O)CSc3nnc(-c4ccccc4O)n3-c3ccccc3)ccc21	1.2	2.1	1.6	-1.4	3.5	21.6	-3.2	-4.1	-3.0
COc1ccc(/C=C2\SC(=O)N(CCc3nnc(N)s3)C2=O)cc1	-7.3	-5.0	3.0	-6.6	-1.8	21.3	0.6	-3.5	-4.0
Cc1onc(-c2ccccc2)c1NC(=O)N(CCC#N)Cc1ccccc1	-2.5	0.4	7.8	-2.8	-5.4	1.7	·	-1.2	-1.8
CCC(=O)Nc1cccc(NC(=O)CSc2nnnn2C)c1	6.6	2.4	-51.0	-1.7	0.7	-39.0	6.4	-3.2	-4.7
CCCCOc1ccc(OCCNC(=O)c2ccco2)cc1	-16.9	4.0	1.3	6.1	13.1	-18.7	-1.3	-3.7	-1.8

Full records from above.
COc1ccc(/C=C2\SC(=O)N(CCc3nnc(N)s3)C2=O)cc1 as listed: pCIP destab = -7.3; IDE cell inh = -5.0; CRFBP-R2 block = 3.0; GalR3 antagonist = -6.6; HCV NS3 hel inh = -1.8; UBC9 SUMO inh = 21.3; IDE cell activ = 0.6; IMP-1 inh = -3.5; VIM-2 inh = -4.0
Cn1c(=O)n(C)c2cc(NC(=O)CSc3nnc(-c4ccccc4O)n3-c3ccccc3)ccc21 as listed: pCIP destab = 1.2; IDE cell inh = 2.1; CRFBP-R2 block = 1.6; GalR3 antagonist = -1.4; HCV NS3 hel inh = 3.5; UBC9 SUMO inh = 21.6; IDE cell activ = -3.2; IMP-1 inh = -4.1; VIM-2 inh = -3.0

Screening results from PubChem BioAssay.
